Compound activity from PubChem.
b-catenin transl = modulators of beta-catenin nuclear translocation, primary screen, imaging, HeLa cells, immunofluorescence, high-content; nuclear translocation activity, % at 5 µM; 0.3% of 190,000 active; AID 1665, 2009;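 active = nuclear translocation activity above 50% at 5 µM, with a well cell count of 50 or more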;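 also: per-cell ratio of nuclear to cytoplasmic median beta-catenin stain intensity; plate controls were DMSO negative control for no effect and GSK-3 inhibitor IX positive control for full effect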
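Test system: human HeLa cells, native beta-catenin. Compound dosing: 5 µM primary single dose, 0.1% DMSO, 0.02–20 µM confirmation series. Incubation: compound exposure 24 h at 37°C. Detection: beta-catenin immunostaining with DAPI counterstain, 20x imaging, 6 fields/well. Read-out basis: Nuclear/cytoplasmic beta-catenin signal ratio, % activation.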
T cell modulator = modulators of CD8 T cell-vesicle binding, primary screen, mouse 2C CD8+ T cells, flow cytometry; 2C CD8+ T cell-vesicle binding; active compounds read low; calls only at 7 µM; 0.068% of 330,000 active; AID 2052, 2009;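 active = response, share of CD8 T cells binding vesicles, and their 90th percentile fluorescence all below set limits, cut at about 80% in these data, passing the limit was not always enough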
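System: murine 2C transgenic CD8+ T lymphocytes; also added: QL9-loaded Drosophila micro-vesicles; times: binding 1.5 h at 37 °C; measured by: flow cytometry, PE anti-B7-1 (FL2) versus Alexa647 anti-CD8 (FL8), PFA-fixed; control set: Peptide-free naked vesicles (low) and QL9 vesicles with 0.7% DMSO vehicle (high)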
P. falciparum M17LAP = P. falciparum M17LAP inhibitors, primary screen, biochemical, fluorogenic H-Leu-NHMec substrate, 1536-well (AID 1619) | Leucine aminopeptidase (Plasmodium falciparum (isolate 3D7)) | recombinant M17LAP, H-Leu-NHMec fluorogenic kinetic assay; higher % means a stronger effect | inhibition, % at 30 µM; hits with a dose series show IC50 in µM | 0.38% of 220,000 active;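 active = compound inhibiting the enzyme by more than half at any dose during confirmatory dose-response retesting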;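 also: plate controls were full reaction with DMSO carrier for no effect and no enzyme background for full effect; strong numbers were not always called active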
Autophagy HCS = autophagy modulators in MEF cells, primary screen, imaging, high-content, MEF GFP-LC3 | calls only at 10 µM (by protocol) | 0.98% of 190,000 active | MEF GFP-LC3 puncta imaging; test concentration mostly 10 µM | AID 463193, 2010;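 active = percentage of spot-positive cells more than 3 SD above its plate mean, without a fluorescence outlier flag or 80% toxicity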;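 also: spot-positive cell cutoff set from DMSO-treated cells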
WT yeast gro inh = growth inhibition of WT strain, primary screen, mitochondrial fusion inhibitor project, WT and mutant strains, chemical genetic; mitochondrial fusion phenotypic screen; inhibition, % at 10 µM; 2.1% of 190,000 active; AID 1362, 2008; in the data active = inhibition above about 58%; tested in S. cerevisiae
Yfh1-depleted yeast = enhancers of respiration in Yfh1-depleted yeast, dose response, Friedreich's ataxia, plus single-dose screen (AID 1465). S. cerevisiae Yfh1-off respiration, WST-1 reduction, 72 h; higher fold induction means a stronger effect. fold induction at 50 µM; hits with a dose series show EC50 in µM. 0.074% of 220,000 active;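 active = fold induction of absorbance versus untreated yeast above a set limit, then at least 30% activation at any dose in follow-up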;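 also: activators that raise dye reduction in frataxin-depleted yeast; strong numbers were not always called active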
MT stabilizer = microtubule stabilizers in HeLa cells, primary screen, imaging, high-content imaging; HeLa tubulin immunostaining HCS, 24 h; share of cells brighter than vehicle mean+2SD; % tubulin-high responders, % at 10 µM; 0.83% of 200,000 active; AID 2205, 2009;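 active = plate Z-score above 3 for both tubulin-high and condensed-nucleus cell shares, with cell loss under 80%, at 10 µM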;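 also: anti alpha tubulin signal scored within the nucleus-defined area of each cell; some results filed as inactive read as strong as hits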
Dynein cargo inh = inhibitors of GR-EGFP nuclear translocation, primary screen, dynein cargo transport inhibitor project, imaging, high-content, 3617.4 mouse cells; z-score, hits read low; AID 1381, 2008; 0.47% of 220,000 active; test concentration mostly 20 µM; stimulated with dexamethasone, 1 µM; active compounds read low;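 active = plate z-score of nuclear minus cytoplasmic receptor signal below a set negative limit, without overly bright fluorescence or cell loss, cut at about -3.5 in these data, passing the limit was not always enough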;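 also: z-score of nuclear minus cytoplasmic ring GR-EGFP intensity difference per well; some compounds called inactive have numbers as strong as hits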
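Buffer or medium – tet-free medium with charcoal-stripped serum · Signal – automated 10x imaging of fixed Hoechst-stained cells · Also added – dexamethasone agonist, 1.0 µM final, for 30 min · Incubation – induction 48 h, compound 1 h, agonist 30 min · Read-out – GR-EGFP nuclear translocation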
M1AAP inhibition = P. falciparum M1AAP inhibitors, biochemical, fluorogenic H-Leu-NHMec substrate, 1536-well (AID 1445). recombinant M1AAP, H-Leu-NHMec fluorogenic kinetic assay; higher % means a stronger effect. 0.42% of 220,000 active. inhibition, % at 30 µM, or IC50 in µM where a hit was titrated;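 active = primary inhibition above the hit cutoff, then over 50% inhibition at one or more dose response concentrations, cut at about 23% in these data, passing the limit was not always enough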;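 also: plate controls were DMSO full reaction for no effect and no enzyme background for full effect; strong numbers were not always called active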
WT yeast gro inh mutant strain = second read-out of WT yeast gro inh, no call of its own (marks repeat the call); inhibition, %; mitochondrial fusion phenotypic screen, mutant strain inhibition
Dynein cargo inh cytoplasmic EGFP = also measured in Dynein cargo inh; calls as there; z-score; measured here: cytoplasmic GR-EGFP intensity; active compounds read high
Dynein cargo inh nuclear GR-EGFP = second read-out of Dynein cargo inh, no call of its own (marks repeat the call); z-score; measured here: nuclear GR-EGFP intensity;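 lower value marks the stronger effect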
Dynein cargo inh cell count = also measured in Dynein cargo inh; calls as there; z-score; measured here: cell count per field
b-catenin transl cell count 5 µM = further read-out of b-catenin transl, marked with its call; cell count; measured here: cell count, cytotoxicity flag
T cell modulator vesicle-bound % = recorded beside T cell modulator, whose call it bears; double positive events, %; measured here: CD8+ vesicle-bound cell fraction;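 binding gate set so that unloaded-vesicle control wells show 10% double positive cells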
MT stabilizer Hoechst-high % = also measured in MT stabilizer; calls as there; % Hoechst-high responders; measured here: nuclear condensation Hoechst responders;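 share of cells brighter than vehicle mean plus two SD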
MT stabilizer cytotoxicity % = also measured in MT stabilizer; calls as there; toxicity, %; measured here: cytotoxicity by cell density;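 0% = mean cell density of plate MIN control wells and 100% = no cells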
Autophagy HCS cell loss 18 h = also measured in Autophagy HCS; calls as there; toxicity, %; measured here: cell loss, nuclei count;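 cell loss after 18 h compound exposure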
An asterisk follows results filed as active; i = inactive; · = not tested or not shown.

SMILES	b-catenin transl	b-catenin transl cell count 5 µM	T cell modulator	T cell modulator vesicle-bound %	P. falciparum M17LAP	Autophagy HCS	Autophagy HCS cell loss 18 h	WT yeast gro inh	WT yeast gro inh mutant strain	Yfh1-depleted yeast	MT stabilizer	MT stabilizer Hoechst-high %	MT stabilizer cytotoxicity %	Dynein cargo inh	Dynein cargo inh cytoplasmic EGFP	Dynein cargo inh nuclear GR-EGFP	Dynein cargo inh cell count	M1AAP inhibition
Cc1ccc(CN(C(=O)c2cc(=O)c3cc(C)cc(C)c3o2)C2CCS(=O)(=O)C2)cc1 (stereo unspecified)	-2.0	1326	i	31	9%	·	·	·	·	i	·	·	·	-0.23	-0.27	-0.43	1.2	3%
c1ccc(Nc2nc(N3CCNCC3)nc(N3CCOCC3)n2)cc1	0.4	1013	i	14	4%	i	-16	-9	12	i	4.9	2.6	3.6	1.7	-0.2	0.72	-0.16	10%
CSc1ncc(F)c(N(CCO)CCO)n1	-0.4	986	i	40	-1%	i	-10	-10	13	i	1.3	1.9	3.1	-0.74	-0.24	-0.15	0.12	3%
C=CCn1c(-c2oc3nc(-c4ccccc4)cc(-c4ccccc4)c3c2N)n[nH]c1=S	·	·	i	26	2%	i	-12	6	-21	i	0.7	5.2	5.8	0.073	-0.057	-0.28	0.69	16%
N=C1/C(=C/c2ccc(-c3cccc(C(=O)O)c3)o2)C(=O)N=C2SC=C(c3ccccc3)N12	-0.1	1168	i	57	17%	i	-5	-23	-1	i	2.7	2.1	9.7	-0.68	-0.19	-0.34	0.48	20%
CC(=O)N[C@@H]1c2c(ccc3ccccc23)OC[C@@H]1COC(C)=O	0.1	1120	i	53	6%	i	-8	2	-3	i	2.4	1.8	1.8	-1.4	-0.33	-0.65	0.56	1%
CCN(CC)S(=O)(=O)c1ccc(O)c(NC(=O)CN2CCc3ccccc3C2)c1	2.6	1040	i	30	2%	i	6	8	10	i	5.6	1.5	6.8	0.72	-0.31	0.62	0.16	7%
CCOC(=O)c1cnc2cc(Cl)c(OC)cc2c1NCC1CCCO1 (stereo unspecified)	-3.2	1446	i	27	2%	i	52	-6	2	i	4.4	2.9	16	0.61	-0.34	0.47	0.21	6%
CC1CCN(C(=O)CNC(=O)Cc2ccccc2)CC1	0.2	1506	i	31	6%	i	14	-1	7	i	3.5	3.5	6.4	0.61	-0.24	0.59	-0.39	2%
CCN(CC)C(=O)CSc1nnc(C2CCCCC2)o1	-0.1	1425	i	35	-2%	i	0	-2	-9	i	2.5	1.5	9.0	-0.66	-0.23	-0.96	0.73	2%
c1ccc2c(c1)OCCOCCOCCO2	-4.9	1116	i	5	-3%	i	-5	-28	12	i	4.3	1.8	6.8	-0.38	-0.31	0.14	0.32	6%
c1cncc(C(c2nnnn2C2CCCC2)N2CCCC2)c1 (stereo unspecified)	-6.8	965	·	·	10%	i	7	7	14	i	6.0	2.8	12	0.69	-0.13	1.3	-1.3	10%
COCCN(C(=O)CSc1nc2ccccc2c(=O)n1C(C)COC)c1c(N)n(Cc2ccccc2)c(=O)[nH]c1=O (stereo unspecified)	0.4	1106	i	40	0%	i	-11	-2	0	i	3.7	3.4	12	0.68	-0.057	-0.18	-0.28	0%
OC(COc1ccccc1)CN1CCN(CC(O)COc2ccccc2)CC1 (stereo unspecified)	-1.5	1140	i	19	-6%	i	1	-7	0	i	4.6	2.5	8.0	1.4	-0.24	0.85	-1.5	-1%
O=C(c1cccc(Cl)c1)N1CCC(c2nc3ccccc3[nH]2)CC1	-1.1	1077	i	39	0%	i	-5	-16	6	i	3.4	3.3	0.7	0.12	-0.27	0.57	-0.29	3%
CCCC(=O)N1CCN(c2ccc(NC(=S)NC(=O)c3cccc(C)c3)cc2)CC1	-4.8	1078	i	40	-1%	i	-7	32	10	i	2.5	2.2	10	-0.25	0.2	0.59	-0.44	13%
Cc1ccc2nc(NC(=O)CSc3nnc(C)c(=O)n3N)sc2c1	-0.8	1049	i	55	-2%	i	-7	-3	-12	i	1.9	2.0	7.9	-1.1	-0.22	-0.12	1.6	5%
CCOc1ccc(-c2noc(COC)n2)cc1OC	-0.2	1077	i	38	1%	i	1	48	22	i	3.3	2.4	6.2	0.23	-0.26	-0.011	0.83	9%
O=C(CNC(=O)c1cccs1)OCC(=O)c1cccs1	0.6	1081	i	37	-4%	i	-2	-8	-6	i	1.7	1.6	11	-0.59	1.2	0.13	0.96	16%
Cc1cc(C)c2nc(SCC(=O)NCCC3=CCCCC3)cc(C)c2c1	0.1	1078	i	43	-6%	i	3	4	20	i	3.0	2.3	9.7	0.049	-0.24	0.24	1.1	0%
Cc1ccc(C(=O)NCC(=O)N/N=C/c2sccc2C)cc1[N+](=O)[O-]	5.9	864	i	33	-10%	i	5	-15	-17	i	2.3	1.5	7.3	-0.61	-0.34	-0.17	0.89	-8%
O=C(NC1CCCCCCC1)C1CCN(S(=O)(=O)N2CCCC2)CC1	·	·	i	47	3%	i	-16	8	20	i	6.2	2.5	14	-1.2	-0.17	-0.29	0.27	11%
CC(C)NCC(=O)Nc1c2c(nc3ccccc13)CCC2	0.7	1344	i	19	4%	·	·	·	·	i	·	·	·	-0.68	-0.23	-0.37	1	-4%
Cc1ccc(SCCC(=O)Nc2ccccc2Br)cc1	2.0	989	i	15	0%	i	-7	-11	12	i	2.8	1.5	9.7	-0.13	-0.18	-0.2	-1	5%
CN(C)CCN(Cc1cc2cc3c(cc2[nH]c1=O)OCO3)C(=S)NCC1CCCO1 (stereo unspecified)	0.2	1021	i	42	18%	i	6	5	6	i	1.4	2.1	3.8	0.029	-0.34	-0.15	-0.18	6%
CC(C)c1ccc(NC(=O)CSC(C)c2nc3ccccc3c(=O)[nH]2)cc1 (stereo unspecified)	-0.3	1423	i	36	6%	·	·	·	·	i	·	·	·	-0.49	-0.62	-0.51	0.25	1%
Cc1cc(=O)[nH]c(Nc2c(C)n(C)n(-c3ccccc3)c2=O)n1	·	·	i	51	4%	i	-7	2	0	i	1.8	0.2	13	0.26	-0.25	0.26	-0.15	2%
CCOc1ccc(C(C)NC(=O)C2CCC2)cc1 (stereo unspecified)	-0.5	1001	i	43	-3%	i	-3	8	9	i	3.1	2.9	11	0.9	-0.27	0.44	0.26	4%
O=C1c2ccccc2C(=O)N1CCSc1nc2ccccc2c(=O)n1CCCN1CCOCC1	1.2	1075	i	2	7%	i	-7	-5	-9	i	2.8	3.2	3.0	0.27	-0.28	0.17	0.017	2%
CC(C)NC(=O)c1ccccc1NC(=O)Cc1ccc(Cl)cc1	0.5	1390	i	13	-11%	i	13	1	-3	i	4.1	2.5	8.1	0.24	-0.2	-0.23	0.34	1%
CCCS(=O)(=O)N1CCN(Cc2ccc(OCc3ccccc3)c(OC)c2)CC1	·	·	i	40	·	i	-1	·	·	i	2.0	2.2	7.3	0.067	-0.23	0.28	-0.71	·
CCCC(C)NC(=O)c1nc(-c2ccccc2)n(-c2ccccc2)n1 (stereo unspecified)	-0.8	991	i	41	10%	i	31	15	4	i	1.1	1.4	4.0	-0.26	-0.22	0.16	0.42	6%
O=C(Nc1ccccc1)c1ccccc1C(=O)N1CCCCC1	-0.4	1106	i	22	14%	i	9	2	-19	i	3.9	2.5	5.7	-0.49	-0.17	-0.26	0.27	-4%
Cc1nc2c(-c3ccccc3)c(C)[nH]n2c(=O)c1Cc1ccccc1	0.8	1516	i	54	-4%	i	22	13	13	i	3.9	1.6	7.0	2.4	-0.11	1.9	-1.6	-1%
O=C(c1nsc(Cl)c1Cl)N1CCCCC1	0.7	917	i	5	-13%	i	25	-4	-1	i	9.3	2.2	6.7	-0.52	-0.17	-0.1	-0.24	1%
CCc1ccc(OCCCC(=O)Nc2ccc(N3CCOCC3)cc2)cc1	-1.7	1012	i	51	·	i	-4	-23	-8	i	4.0	3.0	6.4	-0.94	-0.073	-0.039	0.75	·
